# HIV fusion peptide – cell-free HIV fusion peptide-binding blockers – biochemical, uHTS, fluorescence dequenching, primary screen (AID 1986); one-dose inhibition, % at 20 µM; IC50 in µM for titrated hits; cell-free peptide binding, fluorescence dequenching, 30 min; higher % means a stronger effect; 0.3% of 290,000 active; in the data active = inhibition mostly above about 52%, no sharp cut-off; inactive = mostly below about 76%; also: some results filed as inactive read as strong as hits
# NOD1 NF-kB reporter – NOD1 signaling inhibitors, primary screen, cell-based, luminescence, uHTS (AID 1578); one-dose inhibition, % at 4 µM; EC50 in µM for titrated hits; NOD1-driven NF-kB luciferase reporter cells, luminescence; higher % means a stronger effect; 1% of 290,000 active; in the data active = inhibition mostly above about 36%, no sharp cut-off; inactive = mostly below about 34%;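 also: HEK-293T reporter cells stimulated with the NOD1 agonist gamma-tri-DAP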
# KOR beta-arrestin-1 – KOR antagonists, beta-arrestin recruitment, cell-based, luminescence, uHTS (AID 1778) | 0.091% of 290,000 active | inhibition, % at 10 µM, or IC50 in µM where a hit was titrated | KOR beta-arrestin recruitment, luminescence, antagonist mode; higher % means a stronger effect; also: strong numbers were not always called active
# Salmonella PhoP GFP – inhibitors of PhoP regulon expression, primary screen, Salmonella Typhimurium, GFP reporter (AID 1863) | inhibition, % at 50 µM, or IC50 in µM where a hit was titrated | S. Typhimurium PhoP-regulated promoter GFP reporter, 4 h; higher % means a stronger effect | 0.16% of 300,000 active;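 active = inhibition over 29.93%, a cutoff 3 SD above the screen mean, later confirmed by dose response; inconclusive = inhibition over 29.93% but no dose response follow-up; inactive = inhibition at most 29.93% or unconfirmed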;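 also: 0% = low Mg2+ inducing control and 100% = high Mg2+ repressing control; strong numbers were not always called active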
# Myeloid diff 2 – myeloid differentiation induction. ER-HoxA9 myeloid progenitors, lysozyme-GFP differentiation, flow cytometry. calls only at 10 µM. 1% of 360,000 active. AID 624256;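 active = normalized GFP-positive differentiation at or above the plate's own cutoff, the solvent-only control mean plus 3 SD; inconclusive = no clear call, values can overlap the other calls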;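 also: cells exposed to compound for four days before flow analysis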
# HEK293 NOD2/NF-kB – NOD2 signaling inhibitors, cell-based, luminescence, uHTS, HEK293 (AID 1566) | HEK293 NOD2/NF-kB luciferase reporter, luminescence; higher % means a stronger effect | inhibition, % at 4 µM; hits with a dose series show EC50 in µM | 0.63% of 290,000 active; also: many of its hits are not listed in these tables
# KOR beta-arrestin-2 – KOR agonists, beta-arrestin recruitment, primary screen, cell-based, luminescence, uHTS (AID 1777) | KOR beta-arrestin recruitment, luminescence; higher % means a stronger effect | 0.02% of 280,000 active | one-dose activation, % at 10 µM; EC50 in µM for titrated hits; in the data active = activation above about 50%, passing the limit was not always enough; also: a part of the inactive calls stands beside numbers as strong as those of hits
# SIAH1 antagonists – Siah-1 peptide-binding antagonists, primary screen, biochemical, fluorescence polarization, rhodamine-plectin, uHTS (AID 1817). displacement, % at 20 µM; hits with a dose series show IC50 in µM. Siah-1 / rhodamine-plectin peptide fluorescence polarization; higher % means a stronger effect. 0.02% of 290,000 active;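 active = displacement of at least 50% at 20 µM, with a fluorescence ratio check between 0.3 and a set limit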;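 also: plate controls were Siah plus tracer with DMSO for no effect and tracer alone without Siah for full effect; strong numbers were not always called active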
# LYP inhibition – PTPN22 lymphoid phosphatase activity blockers – biochemical, fluorescence intensity, uHTS (AID 1779); inhibition, % at 11.5 µM, or IC50 in µM where a hit was titrated; 0.054% of 290,000 active; recombinant LYP phosphatase, fluorescence intensity; higher % means a stronger effect;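 also: plate controls were vehicle with enzyme for no effect and no enzyme for full effect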
# Myeloid diff 2 GFP+ MAC1+ % – recorded beside Myeloid diff 2, whose call it bears; GFP+ MAC1+ double positive, %; measured here: differentiation confirmed by MAC1 staining
# * marks the source's active call; other numbers are inactive results; i = inactive; ? = inconclusive; / = not tested or not shown; [ ] = dose if it differs, or a comment. Rule as the data show it, unless noted: active = inhibition above about 50%; inactive = the rest.
SMILES,HIV fusion peptide,NOD1 NF-kB reporter,KOR beta-arrestin-1,Salmonella PhoP GFP,Myeloid diff 2,Myeloid diff 2 GFP+ MAC1+ %,HEK293 NOD2/NF-kB,KOR beta-arrestin-2,SIAH1 antagonists,LYP inhibition
Cc1nc2ncnn2c(Nc2ccc3c(c2)OCO3)c1Cc1ccccc1,0.3%,29%,5%,1%,i,3.0,-13%,27%,-3%,6%
Cc1cc(C)n2c(SCC(=O)NCc3ccc4c(c3)OCO4)nnc2n1,-1.1%,-4%,8%,-8%,i,0.4,8%,1.1%,0%,2%
CCOC(=O)CN1C(=O)CN(c2ccc(C)c(C)c2)C1=O,0.3%,-33%,9%,-5%,i,0.9,7%,-2.1%,6%,-9%
CC(C)(C)OC(=O)N1CCN(c2ccc([N+](=O)[O-])cc2)CC1,1.2%,-19%,13%,-2%,i,0.7,0%,2.9%,4%,-1%
CC(C)NS(=O)(=O)c1ccc(CCC(=O)Nc2ccc3c(c2)OCO3)cc1,-2.0%,-24%,28%,-7%,i,1.3,-2%,-0.6%,3%,-6%
O=C(C1=C[C@@H](c2coc3ccccc3c2=O)C[C@@H](OCc2ccc(CO)cc2)O1)N1CCN(Cc2ccc3c(c2)OCO3)CC1,-1.0%,-7%,-2%,-1%,i,1.0,3%,/,-1%,-2%
Cc1nc2ccc(NC(=S)N3CCCC3)cc2nc1C,-2.2%,-23%,-20%[20 µM],/,i,0.1,-12%,-0.3%,1%,-3%
CN1CCN(C(=O)c2cc(Cl)cc(Cl)c2NC(=O)c2ccco2)CC1,-0.2%,-14%,6%[20 µM],1%,i,0.3,1%,-7.2%,0%,-7%
O=C(Cn1cnc([N+](=O)[O-])c1)NCc1ccc(F)cc1,48%,-18%,20%,10%,i,1.6,8%,1.6%,0%,-5%
C=CCn1c(COc2ccccc2)nnc1SCC(=O)Nc1ccc(S(N)(=O)=O)cc1,-4.0%,-10%,-7%,4%,i,0.0,22%,14%,-3%,-4%
CC(=O)c1cccc(NC(=S)NCc2ccccc2)c1,1.0%,-15%,-6%[20 µM],-2%,i,0.8,14%,-3.2%,3%,1%
CC(C)C(NC(=O)C1CCCCC1)C(=O)Nc1ccc2c(c1)OCCO2 (stereo not drawn),0.0%,-8%,0%,14%,i,0.5,-66%,-2.7%,-7%,-5%
O=C1CC(c2cccnc2)c2cc3c(cc2N1)OCCO3 (stereo not drawn),-2.5%,16%,-49%,-2%,i,1.9,2%,-1.4%,-2%,1%
CCOCCc1nn2c(=O)cc(CSCC(=O)Nc3ccc(OC)cc3)nc2s1,-2.2%,-26%,2%,2%,i,1.2,4%,3.0%,0%,-7%
Cc1ccc2c(CC(=O)NCc3cccs3)coc2c1,0.3%,-44%,-25%,-8%,i,0.0,-29%,6.0%,5%,-7%
CCCn1c(=O)c(Br)cn(-c2ccccc2C)c1=O,-0.5%,7%,17%,-1%,i,0.6,33%,0.6%,2%,-5%
Cn1cccc1C(C#N)c1cccc(F)c1C#N (stereo not drawn),-2.0%,20%,21%,-9%,i,0.8,13%,-10%,0%,-4%
COc1ccc(OC)c(CNC(=O)CCc2nc(-c3cccs3)no2)c1,2.7%,-26%,19%,0%,i,2.0,-2%,-1.5%,3%,-6%
CCOC(=O)c1ccc(NC(=O)CSc2nc3c(c(=O)n2C)SC(C)C3)cc1 (stereo not drawn),-0.2%,21%,-32%,-1%,i,6.0,27%,3.9%,-1%,-4%
CCOC(=O)c1nnc(-c2ccc(C)cc2)nc1Sc1ccccc1Cl,-3.0%,20%,23%,-16%,i,0.6,2%,-0.3%,-4%,-3%
O=C(CC(=O)c1ccccc1O)c1ccc(F)cc1,2.6%,-11%,-20%,-11%,i,0.9,3%,0.3%,-5%,-8%
O=C(NCc1cccs1)C1CCN(S(=O)(=O)c2ccc(Cl)cc2)CC1,-1.5%,4%,8%,-5%,i,0.6,21%,3.2%,4%,-10%
CCC(=O)Nc1nnc(CSCc2ccccc2)s1,-0.7%,-14%,0%,18%,i,0.4,-6%,-1.0%,4%,-1%
Cc1cccc(NS(=O)(=O)c2ccc3c(c2)Cc2cc(S(=O)(=O)Nc4cccc(C)c4C)ccc2-3)c1C,1.3%,-30%,-33%,2%,i,1.0,-36%,1.4%,2%,-1%
Cc1cc(NC(=O)COC(=O)c2oc3c(Cl)cccc3c2C)no1,-0.4%,3%,-38%,1%,i,0.4,15%,0.9%,-1%,-3%
C[n+]1cc(C(=O)N2CCCCC2)ccc1/C=C/c1c[nH]c2ccccc12,148%,-7%,9%[20 µM],-71%,i,2.4,24%,-2.2%,0%,7%
Cc1cc(OCC(=O)NCCc2cccc(F)c2)c2c(C)cc(=O)oc2c1,3.0%,22%,-24%,10%,i,3.7,15%,7.9%,-1%,-10%
COc1c(OC(C)=O)ccc(/C=N\NC(=O)c2ccc(Br)cc2)c1[N+](=O)[O-],6.1%,-32%,-3%[20 µM],0%,i,0.5,-26%,/,3%,0%
Cc1ccc(-n2c(SCC(=O)N3CCC(C(=O)O)CC3)nc3ccccc3c2=O)cc1C,-1.3%,-8%,4%,-1%,i,0.5,-48%,9.3%,-1%,-8%
COc1ccc(NC(=O)COC(=O)CCc2ccccc2)c(OC)c1,-0.5%,-23%,-2%,-3%,?,/,9%,-4.7%,1%,-8%
O=C(NCCc1ccccn1)c1nc(Cn2ccc([N+](=O)[O-])n2)no1,1.2%,-25%,-15%,-2%,i,0.7,5%,-0.4%,3%,-6%
Cn1ncc(C(=O)N=S(C)(=O)c2ccccc2)c1[N+](=O)[O-] (stereo not drawn),-1.2%,-9%,-4%,-5%,i,0.4,5%,3.2%,0%,-1%
NC(=O)NCCCC(NC(=O)c1ccc(C#CC2(O)CCCCC2)cc1)C(=O)O (stereo not drawn),-0.6%,-40%,-10%,0%,i,0.1,21%,-2.2%,2%,-3%
Cn1cc(CNC(=O)/C=C/c2ccc(Cl)cc2)cn1,-0.6%,-14%,-27%,1%,i,0.6,20%,-1.4%,0%,-5%
Cc1ccc(-n2nc3c(c2NC(=O)C(C)(C)C)CSC3)c(C)c1,-0.6%,17%,3%,-8%,i,2.2,22%,-3.0%,-2%,-7%
NC(=O)NC(=O)COC(=O)c1cccc(NS(=O)(=O)/C=C/c2ccccc2)c1,0.6%,-28%,-62%[20 µM],1%,i,0.6,11%,1.0%,0%,-3%
COc1ccc(CCNC(=O)c2c(O)c3cccc4c3n(c2=O)CC4)cc1OC,1.1%,7%,-8%,/,i,1.0,10%,-0.6%,1%,-5%
Cc1c(NC(=O)C2CCCN(S(=O)(=O)c3cnc[nH]3)C2)c(=O)n(-c2ccccc2)n1C (stereo not drawn),-3.0%,-6%,-3%,-16%,i,1.7,18%,8.0%,-1%,-8%
O=C(O)C(Cc1ccc(Cl)cc1)NS(=O)(=O)c1ccc(Cl)cc1 (stereo not drawn),0.8%,2%,-3%,-8%,i,0.6,-6%,3.2%,-3%,-5%
COc1ccc(C2C=C(C34CC5CC(CC(C5)C3)C4)NC(=S)N2)cc1 (stereo not drawn),-2.0%,-33%,-18%,-20%,i,0.1,-3%,-2.1%,0%,3%
Cc1ccccc1Cn1nc(C)c(NC(=O)c2noc3c2CC(C(C)(C)C)CC3)c1C (stereo not drawn),0.4%,-8%,8%,5%,i,6.3,-5%,-0.5%,-2%,-1%
Cc1cc(NC(=O)CSc2nc(-c3cccnc3)ccc2C#N)no1,0.9%,-10%,-9%,9%,i,1.9,-3%,2.2%,-2%,-4%
CCn1cc(C(=O)O)c(=O)c2cc(F)c(N3CCN(C(=S)NC(=O)c4cc(OC)cc(OC)c4)CC3)cc21,4.9%,-22%,-30%,23%,i,0.4,5%,-2.6%,9%,-2%
NC(=O)CSc1nnc(Cn2c(=O)sc3ccccc32)n1-c1ccccc1,0.0%,-26%,2%,1%,i,1.0,22%,3.9%,8%,-3%
CCCCCCn1nc(C(=O)N(CC(C)C)c2c(N)n(CCCC)c(=O)[nH]c2=O)c2ccccc2c1=O,0.2%,3%,-39%,5%,i,1.0,-49%,5.8%,-6%,-2%
CCOc1ccc(C(=O)NCc2ccc3c(c2)OCO3)cc1,-1.2%,-47%,7%,-2%,i,0.8,-6%,0.1%,1%,1%
O=C(c1ccc2c(c1)OCO2)N1CCCN(C(=O)c2ccc3c(c2)OCO3)CC1,1.9%,-21%,2%,-7%,i,1.0,11%,-1.8%,-4%,-6%
Nc1ccn(-c2ccccc2)c(=O)c1,3.7%,10%,-11%,-1%,i,0.6,-7%,2.6%,-7%,-3%
CCOC(=O)/C(=N/Nc1ccc(C)cc1)S(=O)(=O)c1ccc(Cl)cc1,-2.7%,-39%,-41%,21%,i,0.8,-32%,0.6%,-2%,6%
CCc1cc(C(=O)N2CCN(c3ncc(C(F)(F)F)cc3Cl)CC2)sc1C,-1.2%,-6%,-11%,5%,i,0.4,3%,-5.5%,-4%,5%
NS(=O)(=O)c1ccc(CCNC(=O)c2ccc(C(=O)c3ccccc3)cc2)cc1,-0.9%,-16%,1%,-4%,i,0.4,9%,-3.2%,-4%,-8%
O=C(CCn1cnc(-c2ccccc2)c1-c1ccccc1)N/N=C/c1ccc(O)cc1,-3.1%,-14%,-32%,7%,i,0.9,0%,0.4%,2%,2%
O=C(COC(=O)c1ccccn1)Nc1ccc2c(c1)OCO2,-1.5%,-25%,-4%[20 µM],-3%,i,0.1,-6%,/,6%,-8%
CCOC(=O)N1CCN(C(=O)CSc2nc(C)nc3c2c(=O)n(C)c(=O)n3C)CC1,0.3%,-40%,-30%,-7%,i,0.6,7%,0.4%,6%,-2%
O=C(CSc1ccccc1C(=O)NCc1ccccc1)NC12CC3CC(CC(C3)C1)C2,0.9%,-11%,6%,9%,i,0.6,1%,-4.2%,-2%,-3%
Cc1cccnc1NC(=O)c1ccc(OCc2c(C)noc2C)cc1,0.2%,-50%,2%,-2%,i,0.7,-9%,-0.6%,0%,-4%

# Random excerpt: three entries already listed.
SMILES,HIV fusion peptide,NOD1 NF-kB reporter,KOR beta-arrestin-1,Salmonella PhoP GFP,Myeloid diff 2,Myeloid diff 2 GFP+ MAC1+ %,HEK293 NOD2/NF-kB,KOR beta-arrestin-2,SIAH1 antagonists,LYP inhibition
O=C(CCn1cnc(-c2ccccc2)c1-c1ccccc1)N/N=C/c1ccc(O)cc1,-3.1%,-14%,-32%,7%,i,0.9,0%,0.4%,2%,2%
Cc1cccnc1NC(=O)c1ccc(OCc2c(C)noc2C)cc1,0.2%,-50%,2%,-2%,i,0.7,-9%,-0.6%,0%,-4%
Nc1ccn(-c2ccccc2)c(=O)c1,3.7%,10%,-11%,-1%,i,0.6,-7%,2.6%,-7%,-3%

# Some of the compounds tested; count on the stated rates, not on these rows.
